Compound activity: PubChem, several laboratories
M18AAP inhibitor: PfM18AAP enzyme inhibition; recombinant PfM18AAP, H-Glu-NHMec fluorogenic cleavage; inhibition, % at 7.35 µM; actives 1.2% (n = 290,000); AID 1822;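 active = inhibition above the campaign mean inhibition over all tested compounds plus 3 SD, cut at about 28% in these data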;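 note: 0% = plate median of test compound wells and 100% = 2 mM ZnCl2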
PHOSPHO1 block: blocks human PHOSPHO1 phosphatase activity; Q8TCT1; AID 1565; inhibition, % at 13.3 µM; recombinant PHOSPHO1, absorbance phosphatase assay; actives 1.1% (n = 290,000); in the data active = inhibition above about 60%
Target sequence (Q8TCT1 whole entry, looked up): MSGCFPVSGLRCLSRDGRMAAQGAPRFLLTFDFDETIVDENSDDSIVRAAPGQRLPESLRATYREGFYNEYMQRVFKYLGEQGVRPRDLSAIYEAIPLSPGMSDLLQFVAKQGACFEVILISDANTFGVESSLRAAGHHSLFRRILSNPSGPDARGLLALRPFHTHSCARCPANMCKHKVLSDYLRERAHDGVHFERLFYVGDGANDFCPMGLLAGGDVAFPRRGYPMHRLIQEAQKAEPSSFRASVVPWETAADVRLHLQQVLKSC
MEKK2wt PB1 HTS: raises or lowers MEK5 binding to wildtype human MEKK2 PB1 domain; Q9Y2U5; bead flow cytometry, Alexa488-MEK5 binding to MEKK2 WT; actives lie on both sides; binding response (% of control), % at 10 µM; actives 1.1% (n = 290,000); AID 1531; in the data active = binding response below about 67% or above about 130%
MEKK3 PB1 HTS: modulators (inhibitors or enhancers) of MEK5 binding to human MEKK3 PB1 domain. Q99759. bead-based flow cytometry, Alexa488-MEK5 binding to MEKK3; actives lie on both sides; 0 = blocked by unlabeled MEK5, 100 = vehicle. binding response (% of control), % at 10 µM. actives 1.4% (n = 290,000). AID 1529;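 active = binding response more than 3 SD above or below the average of its plate-row segment, actives on both sides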;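 note: Alexa488 bead fluorescence after subtracting the streptavidin-only scavenger bead signal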
Target sequence (Q99759 whole entry, looked up, the tested form may be a part): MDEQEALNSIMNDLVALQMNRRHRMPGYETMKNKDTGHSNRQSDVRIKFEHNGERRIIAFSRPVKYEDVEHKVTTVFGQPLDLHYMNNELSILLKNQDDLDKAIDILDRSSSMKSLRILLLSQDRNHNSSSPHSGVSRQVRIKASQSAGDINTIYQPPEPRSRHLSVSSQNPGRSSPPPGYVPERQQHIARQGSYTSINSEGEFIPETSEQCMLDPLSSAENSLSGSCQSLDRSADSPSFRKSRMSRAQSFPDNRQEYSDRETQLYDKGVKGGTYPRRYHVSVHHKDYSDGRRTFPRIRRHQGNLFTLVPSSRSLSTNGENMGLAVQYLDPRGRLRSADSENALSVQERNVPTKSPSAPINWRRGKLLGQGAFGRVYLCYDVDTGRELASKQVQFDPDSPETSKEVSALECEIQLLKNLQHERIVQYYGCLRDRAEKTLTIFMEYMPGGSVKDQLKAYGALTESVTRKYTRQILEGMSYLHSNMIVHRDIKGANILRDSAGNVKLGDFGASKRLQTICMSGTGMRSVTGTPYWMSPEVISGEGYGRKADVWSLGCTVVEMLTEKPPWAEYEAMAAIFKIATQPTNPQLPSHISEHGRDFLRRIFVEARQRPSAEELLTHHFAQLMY
GPR7 antag: antagonists of human GPR7 (neuropeptides B/W receptor 1). P48145. GPR7-expressing cells, fluorescence antagonist assay. inhibition, % at 4.4 µM. actives 1.1% (n = 290,000). AID 1861; in the data active = inhibition above about 16%, passing the limit was not always enough;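 note: cells stimulated with the agonist NPW; 0% = agonist with vehicle and 100% = vehicle without agonist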
MEKK2 mut-MEK5: signal of MEK5 binding to mutant human MEKK2 PB1 domain | bead flow cytometry, Alexa488-MEK5 binding to MEKK2 mutant | percent response, % at 10 µM | actives 0.35% (n = 290,000); in the data active = percent response above about 24%, passing the limit was not always enough; note: inactives centre near 1; some results filed as inactive read as strong as hits; reference of the scale not given here
OXTR agonist: agonists of human oxytocin receptor; AID 2435; actives 0.32% (n = 320,000); activation, % at 3 µM; CHO-OTR cells, Fluo-8 calcium fluorescence; normalized: DMSO 0%, oxytocin 100%; P30559;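 active = activation above the mean of all tested compounds plus 3 SD, cutoff set per screening run, cut at about 20% in these data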;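 note: peak over basal fluorescence ratio from a 100 s FLIPR kinetic read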
NALP1 yeast inh: NALP1 inhibition. S. cerevisiae NALP1/ASC/caspase-1 growth, X-gal OD620, 72 h. inhibition, % at 10 µM. actives 0.61% (n = 280,000); in the data active = inhibition mostly above about 24%, no sharp cut-off; inactive = mostly below about 32%; note: some compounds called inactive have numbers as strong as hits
DNA FID counter: fluorescent intercalator displacement, NS3 helicase counter-screen; DNA fluorescent intercalator displacement, fluorescence; inhibition, % at 7.9 µM; actives 0.17% (n = 290,000); in the data active = inhibition above about 37%;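 note: 0% = vehicle and 100% = reference compound; higher means more ethidium bromide displaced from hairpin DNA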
Active calls of the source: *; . = no result given.

SMILES	M18AAP inhibitor	PHOSPHO1 block	MEKK2wt PB1 HTS	MEKK3 PB1 HTS	GPR7 antag	MEKK2 mut-MEK5	OXTR agonist	NALP1 yeast inh	DNA FID counter
O=C(Cc1ccccc1)Nc1nc2ccccc2[nH]1	0	-7	102	104	1	2	-0.4	5	-1
Cc1ccc(S(=O)(=O)NCc2ccc(C(=O)N3CCN(c4ccccn4)CC3)cc2)cc1	-6	13	98	96	-7	3	3.0	-6	-39
Cn1nc2c3cc(F)ccc3n(Cc3ccc(F)cc3)cc-2c1=O	11	42	109	107	-9	12	-0.5	10	-17
Cc1ccc(NCc2nnc(SCc3ccc(C#N)cc3)n2Cc2ccco2)c(C)c1	-3	-7	99	100	5	-1	-2.3	10	-31
O=C1Nc2ccccc2O/C1=C\c1ccccc1	0	46	102	101	-7	1	-0.7	1	-1
CCOC(=O)c1oc2cc(OC(C)=O)ccc2c(=O)c1-c1ccc(OC)c(OC)c1	3	27	98	92	-9	-18	0.0	.	-24
COc1cccc(CNc2ccc(N3CCC(C)CC3)cc2)c1OC	0	-20	103	105	-8	0	0.7	4	-6
Cc1noc(C)c1S(=O)(=O)N1CCC(C(=O)NC2CCCc3ccccc32)CC1 (configuration not stated)	-6	6	97	97	-2	-1	0.0	-8	-8
COc1ccc(S(=O)(=O)Nc2ccccc2OC)cc1NC(=O)CC1CC2CCC1C2 (configuration not stated)	-3	11	104	101	-2	-1	-0.5	34	-19
CC(Oc1ccc(Cl)cc1Cl)C(=O)Nc1ccc(N2CCN(C)CC2)cc1 (configuration not stated)	-9	12	122	100	3	7	8.1	16	20
O=C(C(=O)N1CCN(Cc2ccc3c(c2)OCO3)CC1)c1c[nH]c2ccccc12	-1	27	107	101	16	1	1.5	8	-32
O=C(NC1CCCCC1)C1CCCN(c2nnnn2-c2ccccc2)C1 (configuration not stated)	-9	24	101	100	4	4	0.8	-8	-19
CCn1c(Cc2c(C)[nH]c3ccccc23)nnc1SCC(N)=O	4	5	101	102	-5	1	-0.2	12	1
CCN1c2ccccc2S(=O)(=O)c2ccccc21	11	48	109	107	-13	13	-0.4	2	-10
O=C(C[n+]1ccccc1)c1ccc(NC(=O)c2ccccc2)cc1	-1	37	100	100	-2	-5	0.0	-14	10
Cc1ccc(CC(CC(=O)Nc2cccc(C(F)(F)F)c2)C(=O)O)cc1 (configuration not stated)	-4	25	97	99	-15	-2	0.1	-2	-35
CC(=O)Oc1ccc2ccc(=O)oc2c1	8	44	99	103	-17	1	1.7	-14	-1
COc1ccccc1N1CCN(C(=O)COc2ccc(S(=O)(=O)NC(C)C)cc2)CC1	-4	8	95	103	-1	-6	-1.2	16	-23
CN(C(=O)c1ccccc1NC(=O)C(F)(F)F)c1ccccc1	-3	3	104	103	-10	5	-0.2	-3	-3
Cc1cccc(C)c1NC(=O)C(c1cccc([N+](=O)[O-])c1)N(C)C(=O)c1ccccn1 (configuration not stated)	3	-7	101	99	-2	10	-1.4	18	-6

3 compounds out of the list above, ordered by their value in MEKK2 mut-MEK5, high to low.
| Structure | M18AAP inhibitor | PHOSPHO1 block | MEKK2wt PB1 HTS | MEKK3 PB1 HTS | GPR7 antag | MEKK2 mut-MEK5 | NALP1 yeast inh |
| --- | --- | --- | --- | --- | --- | --- | --- |
| CCN1c2ccccc2S(=O)(=O)c2ccccc21 | 11 | 48 | 109 | 107 | -13 | 13 | 2 |
| Cc1cccc(C)c1NC(=O)C(c1cccc([N+](=O)[O-])c1)N(C)C(=O)c1ccccn1 (configuration not stated) | 3 | -7 | 101 | 99 | -2 | 10 | 18 |
| COc1ccccc1N1CCN(C(=O)COc2ccc(S(=O)(=O)NC(C)C)cc2)CC1 | -4 | 8 | 95 | 103 | -1 | -6 | 16 |

(continued)
SMILES	M18AAP inhibitor	PHOSPHO1 block	MEKK2wt PB1 HTS	MEKK3 PB1 HTS	GPR7 antag	MEKK2 mut-MEK5	OXTR agonist	NALP1 yeast inh	DNA FID counter
Cc1ccc(C)c(S(=O)(=O)N(C(=O)c2ccncc2)c2ccc(OC(=O)c3ccncc3)cc2)c1	-12	17	88	98	3	-10	0.8	-12	-1
CCCCCCC1CC(CC(=O)Nc2ccc([N+](=O)[O-])cc2)C(=O)O1 (configuration not stated)	-2	2	106	105	16	1	-1.6	26	6
Cc1ccc(NC(=O)N2CCC(C(=O)NCc3ccccc3)CC2)cc1	-1	-1	99	102	-2	0	-1.3	6	-7
CCSC1=C(C#N)C(c2cccc(Br)c2)CC(=O)N1 (configuration not stated)	-5	-10	107	105	6	2	-0.5	13	-2
CCCn1c2ccccc2c2nnc(SC(CC)C(=O)Nc3cc(C)on3)nc21 (configuration not stated)	2	-2	96	93	-9	9	-1.7	8	-6
COc1ccccc1NC(=S)N(Cc1ccco1)Cc1cc2cccc(C)c2[nH]c1=O	-3	-15	99	101	-3	-1	-2.0	-2	-10
CC(C(=O)NCCN1C(=O)S/C(=C\c2cccnc2)C1=O)N1C(=O)c2ccccc2C1=O (configuration not stated)	9	3	109	108	-6	-1	-0.5	34	-5
COCCNC(=O)CCCCCn1c(=S)[nH]c2ccccc2c1=O	11	-36	87	91	-9	-7	-0.1	2	-7
CC(C)(C)n1nc2c(c1NC(=O)COc1ccc(Cl)cc1)CSC2	1	16	86	95	3	-5	-0.2	16	-18
Cc1cc(S(=O)(=O)N(Cc2ccccn2)Cc2ccco2)ccc1-n1cnnn1	3	9	92	95	0	-1	1.9	-2	-17
CC1CCCCN1C(=S)Nc1ccc(OC(F)F)cc1 (configuration not stated)	-3	-4	98	104	0	-1	4.2	28	3
Cc1cc2cc(C(c3nnnn3Cc3ccccc3)N3CCc4ccccc43)c(=O)[nH]c2cc1C (configuration not stated)	4	23	.	.	-5	.	0.7	-10	-14
CCC1CCC(C(=O)NC(C(=O)NCCc2ccc(S(N)(=O)=O)cc2)C(C)C)CC1 (configuration not stated)	-5	39	108	105	-12	7	0.1	11	-17
Cc1nnc(N(Cc2ccco2)C(=O)c2ccc(C#N)cc2)s1	-9	-1	106	108	0	19	1.4	-10	-8
Cc1ccc(N2CC(C(=O)Nc3ccc(S(=O)(=O)N4CCOCC4)cc3)CC2=O)cc1 (configuration not stated)	-1	25	100	101	1	1	-0.5	0	-23
O/N=C/c1nc2cc(Cl)ccc2o1	-13	20	91	95	-4	-10	-0.4	9	-1
O=C(Cn1nc(C(F)(F)F)c2c1CCC2)NCc1ccc(Cl)cc1	7	2	104	108	-9	2	-2.0	14	-14
CC(C)(O[C@@H]1O[C@H](CO)[C@@H](O)[C@H](O)[C@H]1O)[C@H]1Cc2cc3ccc(=O)oc3cc2O1	5	-21	101	102	-4	1	0.6	8	-11
Cc1nn(C)c(C(=O)Nc2c(C)nn(Cc3c(F)c(F)c(F)c(F)c3F)c2C)c1Br	-5	22	110	103	5	7	.	9	-45
N=C1C(=O)OCC1c1ccccc1NC(=O)CN1CCOCC1 (configuration not stated)	1	0	102	97	4	-2	0.7	23	4

In another format: entries from further up.
Compound | M18AAP inhibitor | PHOSPHO1 block | MEKK2wt PB1 HTS | MEKK3 PB1 HTS | GPR7 antag | MEKK2 mut-MEK5 | OXTR agonist | NALP1 yeast inh | DNA FID counter
CCCCCCC1CC(CC(=O)Nc2ccc([N+](=O)[O-])cc2)C(=O)O1 (configuration not stated) | -2 | 2 | 106 | 105 | 16 | 1 | -1.6 | 26 | 6
Cc1ccc(NC(=O)N2CCC(C(=O)NCc3ccccc3)CC2)cc1 | -1 | -1 | 99 | 102 | -2 | 0 | -1.3 | 6 | -7

Next section:
SMILES	M18AAP inhibitor	PHOSPHO1 block	MEKK2wt PB1 HTS	MEKK3 PB1 HTS	GPR7 antag	MEKK2 mut-MEK5	OXTR agonist	NALP1 yeast inh	DNA FID counter
CC(C(=O)NCCSCc1cccc(Cl)c1)N(c1ccccc1)S(C)(=O)=O (configuration not stated)	6	41	104	105	-6	7	-1.2	20	-37
COc1ccc(OC)c(/C=N/NC(=O)CNC(=O)c2ccc(S(=O)(=O)N3CCCC3)cc2)c1	5	11	99	92	-12	-2	-0.1	8	-26
CCOC(=O)C1CCN(c2c(NCc3ccc(C(=O)NC(C)CC)cc3)c(=O)c2=O)CC1 (configuration not stated)	-10	5	94	98	-13	-2	-0.6	0	-24
Cc1cc(NC(=O)CSCC(=O)N(C)Cc2ccc(F)cc2)no1	4	43	109	104	-2	8	0.9	7	-6
CCN1C(=O)C2(C(C#N)=C(N)Oc3n[nH]c(-c4ccc(Cl)cc4)c32)c2ccccc21 (configuration not stated)	-7	-16	96	101	-4	-4	1.4	-1	-38
Cc1cc(NC(=O)CCC(=O)N(Cc2ccco2)C(C(=O)NC2CCCC2)c2ccc(F)cc2)no1 (configuration not stated)	-16	-6	90	96	11	-10	-1.1	26	-46
Cc1ccc(C2CC(=O)NC(SCC(=O)OCc3ccccc3)=C2C#N)o1 (configuration not stated)	-3	23	101	100	-8	8	-1.1	16	-26
COc1cc(/C=N/Nc2ccc([N+](=O)[O-])cn2)cc(OC)c1O	38*	-28	109	106	-10	6	.	12	-2
O=C(/C=C/c1ccc(F)cc1)NC(=S)Nc1ccccc1	1	27	100	96	9	5	.	21	-14
CN(NC(=O)Nc1ccc(Cl)cc1)c1ncc(C(F)(F)F)cc1Cl	-4	.	112	103	-4	2	8.5	.	3
Cc1cccc(N2CCN(C(=O)c3ccc4c(c3)NC(=O)C(CSCc3cccc(F)c3)N4)CC2C)c1 (configuration not stated)	7	32	94	97	-7	0	-1.1	10	-32
COc1ccccc1/C=C/C=N/n1c(-c2cc(C)[nH]n2)n[nH]c1=S	3	62*	91	91	-7	1	-2.2	7	-3
COc1ccc(CCNC(=O)c2ccccc2NC(=O)C2=C(C)OCCS2)c(OC)c1	3	24	100	99	2	-1	3.4	-2	-34
CC/C(=N\NC(N)=O)c1ccc(OC)c(OC)c1	-3	16	102	104	-3	21	0.3	16	-2
CCOC(=O)/C(C#N)=C1\C=CN(C)C(C)=N1	8	-11	107	106	-10	5	0.7	3	-2
CN1C(=O)C(c2nnc(Nc3cccc4ccccc34)s2)C2CC1(C)Oc1ccccc12 (configuration not stated)	6	-7	101	104	-1	-1	5.6	14	-44
COc1ccc(C(C)NC(=O)Cc2cccs2)cc1OC (configuration not stated)	-2	20	104	101	-14	3	0.5	4	-7
Brc1ccc(CNCCCSc2ncccn2)cc1	0	.	107	93	-4	5	0.4	26	12
CCOc1ccc(S(=O)(=O)N2CCCC(C(=O)N3CCCC3)C2)cc1 (configuration not stated)	-2	26	109	101	-14	9	-1.5	20	-19
CCc1ccc(N2C(=O)C3CCCN3C2=S)cc1 (configuration not stated)	7	50	106	104	-2	9	-0.8	4	-6
CC(C)(C)C1CCc2c(C(=O)N/N=C/c3cccs3)csc2C1 (configuration not stated)	6	12	102	104	3	2	1.2	4	-4
N#CC1=C(N)Oc2cc(O)c(Cl)cc2C1c1cccnc1 (configuration not stated)	15	14	102	102	-3	12	.	4	-6
Cn1c(C(=O)N2CCC(C(=O)NCc3ccccc3)CC2)cc2sccc21	0	28	103	100	3	0	1.3	17	-51
O=C(CCCC(=O)OCC(Cl)=C(Cl)Cl)Nc1cccc(F)c1	-5	31	97	98	0	2	1.8	4	-2
CC(C)n1c(C(F)(F)F)nc2cc(C(=O)N3CCOCC3)ccc21	-3	-25	107	103	-2	3	0.2	2	-7
CCCCn1c(-c2ccsc2)nc2c1c(=O)[nH]c(=O)n2CCC	8	-38	107	105	-3	1	-1.3	7	-7
CC(C)CNS(=O)(=O)c1ccc2c(c1)OCCO2	-6	16	100	100	8	0	-0.2	-6	-1
CCCCNc1nc(=S)n(-c2ccccc2)c(C)c1C(C)=O	-4	20	94	100	-6	-2	-0.3	-7	-6

The order is random (roughly 6.2% active in at least one column).
